Compound activity (PubChem BioAssay)
PRMT1 inh = blocks human protein arginine methyltransferase 1; recombinant PRMT1, activity-based probe fluorescence polarization; Q99873; 370,000 tested, 1.3% active; inhibition, % at 2.79 µM;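 active = inhibition above about 21% made by adding two undisclosed values, limit read from the data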
LEDGF integ inh = blocks HIV-1 LEDGF/p75-dependent DNA integration; TR-FRET IN-LEDGF/p75 DNA integration, Eu/Cy5; inhibition, % at 3.7 µM; 370,000 tested, 0.64% active; AID 743269;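 active = inhibition above the screen-wide mean plus 3 SD, cut at about 13% in these data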;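 also: signal is the Cy5 over europium emission ratio at 671 and 618 nm; 0% = plate median of compound wells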
TDP2 absorb = blocks human TDP2 phosphodiesterase activity | inhibition, % at 12.8 µM | 370,000 tested, 0.34% active | recombinant TDP2, T5PNP hydrolysis, p-nitrophenol absorbance 415 nm;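 active = inhibition above the mean of all tested compounds plus 3 SD, set per campaign, cut at about 25% in these data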;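 also: 0% = DMSO with enzyme and 100% = buffer with substrate but no TDP2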
Target sequence (O95551 whole entry, looked up): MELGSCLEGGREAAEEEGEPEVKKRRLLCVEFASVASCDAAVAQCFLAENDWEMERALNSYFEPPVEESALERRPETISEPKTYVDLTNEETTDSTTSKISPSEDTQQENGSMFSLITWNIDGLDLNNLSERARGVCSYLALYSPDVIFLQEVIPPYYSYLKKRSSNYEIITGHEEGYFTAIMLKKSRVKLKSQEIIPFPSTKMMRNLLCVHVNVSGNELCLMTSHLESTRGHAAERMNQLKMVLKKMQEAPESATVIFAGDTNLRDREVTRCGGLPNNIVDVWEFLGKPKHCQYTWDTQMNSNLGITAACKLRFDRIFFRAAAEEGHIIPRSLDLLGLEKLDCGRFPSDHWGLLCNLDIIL
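Material: recombinant human TDP2; quantity: TDP2 enzyme at 120 nM final; medium: Tris-HCl pH 7.5 with MgCl2; compound: single concentration, 12.8 µM nominal, with 1% DMSO; incubation: 2 h enzyme incubation at 37 °C; signal: epi absorbance; measure: percent inhibition; benchmarks: high control without enzyme, low control DMSO plus TDP2; repeats: singlicate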
rCAG binder = binds r(CAG) RNA repeats. r(CAG) RNA repeat, TO-PRO-1 dye displacement fluorescence. inhibition, % at 3 µM. 370,000 tested, 1.3% active;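 active = inhibition above the plate cutoff, the mean of all test compounds on that plate plus 3 SD, cut at about 35% in these data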;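 also: 0% = DMSO alone and 100% = 100 µM mitoxantrone as full dye displacement; higher means more dye released from RNA so lower well fluorescence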
TCR-CD3 inh = human TCR-CD3 binding inhibition | TAMRA-labeled TCR probe fluorescence, biochemical | inhibition, % at 9.4 µM | 360,000 tested, 0.37% active | AID 651800; in the data active = inhibition above about 19%;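 also: recombinant mutant TCR 2C K166C tagged with TAMRA read by polarization; 0% = receptor in buffer alone and 100% = receptor with positive control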
mABHD4 FP = inhibits mouse alpha/beta hydrolase domain 4; 370,000 tested, 0.54% active; AID 720543; inhibition, % at 8.92 µM; Q8VD66; purified mABHD4, FP-Rh probe fluorescence polarization;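 active = inhibition exceeding the mean over every tested compound plus 3 SD, cut at about 30% in these data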;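 also: 0% = plate median of compound wells and 100% = S159A mutant with DMSO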
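Assay system: mouse ABHD4 enzyme, wild type / Also added: fluorescent activity-based probe FP-Rh / Doses: single nominal dose of 8.92 µM, 0.89% DMSO final / Timing: 45 min compound pre-incubation plus 60 min probe step, 25 °C / Signal: FP readout, ex 525 nm / em 598 nm / Control set: S159A mutant/DMSO as 100%, compound-well median as 0%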
SIAE primary = inhibitors of human sialic acid acetylesterase SIAE; SIAE FP-Rh probe binding, fluorescence polarization; inhibition, % at 9.66 µM; 370,000 tested, 0.69% active; AID 1053197;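 active = inhibition above a cutoff: mean of compounds within the control limits plus 3 SD of those, cut at about 17% in these data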;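 also: 0% = plate median of compound wells and 100% = probe without SIAE protein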
HTRA1 inhibitor = blocks human HTRA1 serine peptidase; recombinant HTRA1, FP-rhodamine activity-based probe, fluorescence polarization; inhibition, % at 5.96 µM; 340,000 tested, 0.5% active; in the data active = inhibition above about 36%;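 also: 0% = enzyme with DMSO and 100% = wells lacking enzyme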
MBD2 DNA inh = inhibitors of human MBD2 binding to methylated oligonucleotide; AID 686964; TR-FRET; 370,000 tested, 0.31% active; Q9UBB5; inhibition, % at 4.4 µM; in the data active = inhibition above about 13%
Target sequence (Q9UBB5 whole entry, looked up): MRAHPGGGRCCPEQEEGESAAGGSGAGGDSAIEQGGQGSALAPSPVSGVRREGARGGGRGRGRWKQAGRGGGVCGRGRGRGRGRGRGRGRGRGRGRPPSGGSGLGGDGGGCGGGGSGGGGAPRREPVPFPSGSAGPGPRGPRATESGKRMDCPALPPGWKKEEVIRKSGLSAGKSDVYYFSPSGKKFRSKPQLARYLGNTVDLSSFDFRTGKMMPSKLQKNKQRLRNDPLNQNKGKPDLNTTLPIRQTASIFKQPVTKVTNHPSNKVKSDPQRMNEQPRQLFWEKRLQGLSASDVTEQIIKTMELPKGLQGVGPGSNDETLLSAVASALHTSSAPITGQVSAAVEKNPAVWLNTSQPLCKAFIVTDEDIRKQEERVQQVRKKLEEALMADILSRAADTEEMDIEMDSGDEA
GC-B act = GC-B (human) receptor activation; HEK293-GC-B cells, CNP EC30, cGMP TR-FRET; 0% at EC30 CNP, 100% saturating CNP; activation, % at 10 µM; 370,000 tested, 0.11% active; AID 1920062; P20594;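 active = activation at 10 µM reaching about 35% in either raw or pattern-adjusted values, limit read from the data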
* marks the source's active call; other numbers are inactive results. An excerpt; the hit share may differ from the screen's.

What do the screens show for `NC(=O)C1CCN(C(=O)C2CCC(=O)N(C3CCCCCC3)C2)CC1` (stereo unspecified)?
PRMT1 inh: 1; LEDGF integ inh: -2; TDP2 absorb: 9; rCAG binder: -4; TCR-CD3 inh: 0; mABHD4 FP: 6; SIAE primary: 2; HTRA1 inhibitor: -4; MBD2 DNA inh: 0; GC-B act: 0

Results for O=C(NNc1cc(Cl)cc(Cl)c1)c1cccs1 ?
PRMT1 inh: 6; LEDGF integ inh: 1; TDP2 absorb: 7; rCAG binder: 2; TCR-CD3 inh: -1; mABHD4 FP: -6; SIAE primary: 5; HTRA1 inhibitor: -7; MBD2 DNA inh: -3; GC-B act: -4

What do the screens show for `Cc1ccc(CSCC(=O)NCc2ccc(F)cc2)cc1`?
PRMT1 inh: -2; LEDGF integ inh: 1; TDP2 absorb: 5; rCAG binder: -7; TCR-CD3 inh: 6; mABHD4 FP: -7; SIAE primary: -5; HTRA1 inhibitor: -1; MBD2 DNA inh: -2; GC-B act: -4

How did CN(CC(=O)Nc1ccccc1C(F)(F)F)C(=O)CSCc1ccc(Cl)c(Cl)c1 do in these assays?
PRMT1 inh: -1; LEDGF integ inh: -1; TDP2 absorb: -4; rCAG binder: -4; TCR-CD3 inh: 3; mABHD4 FP: -4; SIAE primary: -5; HTRA1 inhibitor: -12; MBD2 DNA inh: -2; GC-B act: -7

Results for CN(C)CCCN(C(=O)c1ccc(Br)s1)c1nc2cc3c(cc2s1)OCO3 ?
PRMT1 inh: -3; LEDGF integ inh: 0; TDP2 absorb: -22; rCAG binder: 6; TCR-CD3 inh: -2; mABHD4 FP: 5; SIAE primary: 12; HTRA1 inhibitor: 6; MBD2 DNA inh: 4; GC-B act: -13

Results for CNC(=O)c1c(Cl)cnn1-c1ccccc1 ?
PRMT1 inh: 4; LEDGF integ inh: -2; TDP2 absorb: -4; rCAG binder: -6; TCR-CD3 inh: 1; mABHD4 FP: -16; SIAE primary: -10; MBD2 DNA inh: 10; GC-B act: -3

Results for CCOc1nc(C)cc(COC)c1C(N)=O ?
PRMT1 inh: 1; LEDGF integ inh: -6; TDP2 absorb: 13; rCAG binder: -1; TCR-CD3 inh: -3; mABHD4 FP: 6; SIAE primary: 7; HTRA1 inhibitor: 2; MBD2 DNA inh: 2; GC-B act: 1

How did COc1ccc(-c2cnnn2-c2ccc(NC(=O)c3ccc(S(=O)(=O)N4CCCCC4)cc3)cc2)cc1OC do in these assays?
PRMT1 inh: 2; LEDGF integ inh: 1; TDP2 absorb: -6; rCAG binder: 11; TCR-CD3 inh: 19*; mABHD4 FP: -77; SIAE primary: -82; HTRA1 inhibitor: -53; MBD2 DNA inh: -2; GC-B act: 1

Results for C=C1CCN(C(CC(C)C)C(=O)OC)S(=O)(=O)c2ccccc21 (stereo unspecified) ?
PRMT1 inh: -2; LEDGF integ inh: 0; TDP2 absorb: -2; rCAG binder: -7; TCR-CD3 inh: 6; mABHD4 FP: 2; SIAE primary: -3; HTRA1 inhibitor: 5; MBD2 DNA inh: 3; GC-B act: 3

What do the screens show for `CCn1c(SC)nnc1C1CCN(CC(=O)Nc2ccccc2N2CCOCC2)CC1`?
PRMT1 inh: 10; LEDGF integ inh: -1; TDP2 absorb: 7; rCAG binder: -6; TCR-CD3 inh: -7; mABHD4 FP: 5; SIAE primary: 8; HTRA1 inhibitor: 6; MBD2 DNA inh: 8; GC-B act: -7

Results for CCC(C)N(C(=O)Cn1c(=O)cnc2ccccc21)C1CCS(=O)(=O)C1 (stereo unspecified) ?
PRMT1 inh: -2; LEDGF integ inh: 3; TDP2 absorb: 0; rCAG binder: -2; TCR-CD3 inh: 0; mABHD4 FP: 2; SIAE primary: -1; HTRA1 inhibitor: -4; MBD2 DNA inh: 2; GC-B act: 0

Results for COc1cccc(C2/C(=C(/O)c3cnn(-c4ccccc4)c3C)C(=O)C(=O)N2CCN(C)C)c1OC (stereo unspecified) ?
PRMT1 inh: 1; LEDGF integ inh: 3; TDP2 absorb: 12; rCAG binder: 3; TCR-CD3 inh: 5; mABHD4 FP: 1; SIAE primary: 5; HTRA1 inhibitor: -3; MBD2 DNA inh: 2; GC-B act: 3

Results for CCN(CC(=O)NCc1cccs1)C(=O)Cc1ccc(Cl)c(Cl)c1 ?
PRMT1 inh: -1; LEDGF integ inh: -1; TDP2 absorb: 3; rCAG binder: 1; TCR-CD3 inh: 4; mABHD4 FP: 6; SIAE primary: 4; HTRA1 inhibitor: -6; MBD2 DNA inh: 2; GC-B act: -2

How did CCCNc1ncnc2sc(C)c(C)c12 do in these assays?
PRMT1 inh: -2; LEDGF integ inh: 4; TDP2 absorb: 0; rCAG binder: 3; TCR-CD3 inh: 0; mABHD4 FP: -4; SIAE primary: 7; HTRA1 inhibitor: -13; MBD2 DNA inh: 1; GC-B act: 1

How did CCCCC(C)n1[nH]c(=O)c2c(C)cc(C)nc21 (stereo unspecified) do in these assays?
PRMT1 inh: 4; LEDGF integ inh: -3; TDP2 absorb: 7; rCAG binder: -5; TCR-CD3 inh: -10; mABHD4 FP: 3; SIAE primary: 7; HTRA1 inhibitor: 4; MBD2 DNA inh: 1; GC-B act: -3

How did CC1(C(=O)NCc2ccc(C(F)(F)F)cc2)CCN1Cc1cc2ccccc2o1 (stereo unspecified) do in these assays?
PRMT1 inh: -2; LEDGF integ inh: 4; TDP2 absorb: -13; rCAG binder: -1; TCR-CD3 inh: 0; mABHD4 FP: -15; SIAE primary: -5; MBD2 DNA inh: -10; GC-B act: 1

How did CC(C)NS(=O)(=O)c1ccc(NC(=O)C(C)OC(=O)C2CCC2)cc1 (stereo unspecified) do in these assays?
PRMT1 inh: -1; LEDGF integ inh: 3; TDP2 absorb: -16; rCAG binder: 1; TCR-CD3 inh: -12; mABHD4 FP: -11; SIAE primary: -2; HTRA1 inhibitor: 0; MBD2 DNA inh: -1; GC-B act: -2

How did O=C(OCC(=O)N1CCOCC1)c1cncc(Br)c1 do in these assays?
PRMT1 inh: 0; LEDGF integ inh: -1; TDP2 absorb: -1; rCAG binder: 1; TCR-CD3 inh: 8; mABHD4 FP: -6; SIAE primary: -3; HTRA1 inhibitor: 0; MBD2 DNA inh: 1; GC-B act: 3

How did O=C(O)c1ccc(NS(=O)(=O)c2ccc3c(c2)OCCO3)cc1 do in these assays?
PRMT1 inh: -2; LEDGF integ inh: 3; TDP2 absorb: -1; rCAG binder: 0; TCR-CD3 inh: 1; mABHD4 FP: 1; SIAE primary: 0; HTRA1 inhibitor: 0; MBD2 DNA inh: 2; GC-B act: -2

Results for O=C(c1ccccc1Cl)N(Cc1ccc(Cl)c(Cl)c1)N1C(=O)CCCC1=O ?
PRMT1 inh: -3; LEDGF integ inh: 2; TDP2 absorb: -3; rCAG binder: -5; TCR-CD3 inh: -4; mABHD4 FP: -3; SIAE primary: 5; HTRA1 inhibitor: -10; MBD2 DNA inh: 1; GC-B act: 0

What do the screens show for `Cc1[nH]c2ccccc2c1C(=O)CSC(=S)N1CCOCC1`?
PRMT1 inh: -1; LEDGF integ inh: -1; TDP2 absorb: -1; rCAG binder: -2; TCR-CD3 inh: 3; mABHD4 FP: -4; SIAE primary: -5; HTRA1 inhibitor: -1; MBD2 DNA inh: 4; GC-B act: -9

What do the screens show for `COC(=O)[C@@]1(Cc2ccc(OC)cc2)[C@H]2c3cc(C(=O)N4CCCC4)n(Cc4ccc(S(C)(=O)=O)cc4)c3C[C@H]2CN1C(=O)c1ccccc1`?
PRMT1 inh: 2; LEDGF integ inh: -5; TDP2 absorb: -7; rCAG binder: 16; TCR-CD3 inh: -6; mABHD4 FP: 3; SIAE primary: 6; MBD2 DNA inh: -2; GC-B act: 8

What do the screens show for `NS(=O)(=O)c1ccc(CNC(=O)c2ccc3c(c2)OCO3)cc1`?
PRMT1 inh: 1; LEDGF integ inh: -5; TDP2 absorb: 0; rCAG binder: 1; TCR-CD3 inh: -10; mABHD4 FP: 3; SIAE primary: -1; HTRA1 inhibitor: 1; MBD2 DNA inh: 4; GC-B act: 1

Results for CCCCCn1c(=O)[nH]c2cc(C(=O)NCCCN(CC)CC)ccc2c1=O ?
PRMT1 inh: 0; LEDGF integ inh: -2; TDP2 absorb: 1; rCAG binder: 4; TCR-CD3 inh: 2; mABHD4 FP: -4; SIAE primary: -7; HTRA1 inhibitor: -1; MBD2 DNA inh: 5; GC-B act: 2

Grouped by structure: the compounds so far with an NH in an aromatic ring.
How did CCCCC(C)n1[nH]c(=O)c2c(C)cc(C)nc21 (stereo unspecified) do in these assays?
PRMT1 inh: 4; LEDGF integ inh: -3; TDP2 absorb: 7; rCAG binder: -5; TCR-CD3 inh: -10; mABHD4 FP: 3; SIAE primary: 7; HTRA1 inhibitor: 4; MBD2 DNA inh: 1; GC-B act: -3

What do the screens show for `Cc1[nH]c2ccccc2c1C(=O)CSC(=S)N1CCOCC1`?
PRMT1 inh: -1; LEDGF integ inh: -1; TDP2 absorb: -1; rCAG binder: -2; TCR-CD3 inh: 3; mABHD4 FP: -4; SIAE primary: -5; HTRA1 inhibitor: -1; MBD2 DNA inh: 4; GC-B act: -9

Results for CCCCCn1c(=O)[nH]c2cc(C(=O)NCCCN(CC)CC)ccc2c1=O ?
PRMT1 inh: 0; LEDGF integ inh: -2; TDP2 absorb: 1; rCAG binder: 4; TCR-CD3 inh: 2; mABHD4 FP: -4; SIAE primary: -7; HTRA1 inhibitor: -1; MBD2 DNA inh: 5; GC-B act: 2

Next entries
How did Cc1cc2c(cc1C)-n1nnnc1C(N1CCCNCC1)C(=O)N2 (stereo unspecified) do in these assays?
PRMT1 inh: 1; LEDGF integ inh: -1; TDP2 absorb: 8; rCAG binder: 3; TCR-CD3 inh: -4; mABHD4 FP: 6; SIAE primary: 0; MBD2 DNA inh: 2; GC-B act: 1

Results for CCc1ccc(CCNC(=O)OCCCN2CCC3(CCC(C)CC3)C2=O)cc1 (stereo unspecified) ?
PRMT1 inh: -1; LEDGF integ inh: -2; TDP2 absorb: 4; rCAG binder: 0; mABHD4 FP: -2; SIAE primary: -1; MBD2 DNA inh: -7; GC-B act: -3

Results for O=Cc1cn(CC(=O)NCC2CCCO2)c2ccccc12 (stereo unspecified) ?
PRMT1 inh: -4; LEDGF integ inh: 5; TDP2 absorb: -8; rCAG binder: 4; TCR-CD3 inh: -5; mABHD4 FP: -7; SIAE primary: 3; HTRA1 inhibitor: -3; MBD2 DNA inh: -5; GC-B act: 4

What do the screens show for `Oc1ccccc1-c1n[nH]c(=S)n1Cc1ccccc1`?
PRMT1 inh: 3; LEDGF integ inh: -8; TDP2 absorb: -8; rCAG binder: 5; TCR-CD3 inh: 2; mABHD4 FP: -3; SIAE primary: 7; HTRA1 inhibitor: 0; MBD2 DNA inh: -3; GC-B act: 8
